Screening data deposited in PubChem by National Center for Advancing Translational Sciences (NCATS).
Pol iota inh = DNA polymerase iota (human) inhibition; Q9UNA4; Pol iota fluorescent replication assay, 10 min; Potency, µM (highest dose often 115 µM), for inactives: top-dose activity, negative = inhibition, usual class: inhibitors; hit rate 1% among 390,000; AID 588590
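Pol iota at 10 nM preincubated 15 min with compounds at room temperature; reaction started with fluorescent substrate, 50 nM final. Fluorescence read kinetically at 0 and 10 min; buffer-only wells as negative control.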
BLM helicase inh = inhibitors of human Bloom syndrome helicase BLM; hit rate 0.2% among 350,000; AID 2528; Potency, µM (titrated, usually from 56.1 µM), without a hit: at the top dose activity change, negative = inhibition, usual class: inhibitors; recombinant BLM DNA unwinding, fluorescence dequenching; P54132;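 note: plate controls were vehicle for no effect and no enzyme for full effect; nearly all actives have a fitted effect of over 35% in size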
Pol kappa inh = DNA polymerase kappa (human) inhibition; Potency, µM (doses to about 107 µM), for inactives: top-dose activity, negative = inhibition, hits mostly inhibitors; AID 588579; Q9UBT6; hit rate 0.53% among 400,000; purified Pol kappa, fluorescent DNA synthesis assay, 10 min; note: % is set by controls: 0 for no effect and ±100 for the full control effect
Target sequence (Q9UBT6 whole entry, looked up): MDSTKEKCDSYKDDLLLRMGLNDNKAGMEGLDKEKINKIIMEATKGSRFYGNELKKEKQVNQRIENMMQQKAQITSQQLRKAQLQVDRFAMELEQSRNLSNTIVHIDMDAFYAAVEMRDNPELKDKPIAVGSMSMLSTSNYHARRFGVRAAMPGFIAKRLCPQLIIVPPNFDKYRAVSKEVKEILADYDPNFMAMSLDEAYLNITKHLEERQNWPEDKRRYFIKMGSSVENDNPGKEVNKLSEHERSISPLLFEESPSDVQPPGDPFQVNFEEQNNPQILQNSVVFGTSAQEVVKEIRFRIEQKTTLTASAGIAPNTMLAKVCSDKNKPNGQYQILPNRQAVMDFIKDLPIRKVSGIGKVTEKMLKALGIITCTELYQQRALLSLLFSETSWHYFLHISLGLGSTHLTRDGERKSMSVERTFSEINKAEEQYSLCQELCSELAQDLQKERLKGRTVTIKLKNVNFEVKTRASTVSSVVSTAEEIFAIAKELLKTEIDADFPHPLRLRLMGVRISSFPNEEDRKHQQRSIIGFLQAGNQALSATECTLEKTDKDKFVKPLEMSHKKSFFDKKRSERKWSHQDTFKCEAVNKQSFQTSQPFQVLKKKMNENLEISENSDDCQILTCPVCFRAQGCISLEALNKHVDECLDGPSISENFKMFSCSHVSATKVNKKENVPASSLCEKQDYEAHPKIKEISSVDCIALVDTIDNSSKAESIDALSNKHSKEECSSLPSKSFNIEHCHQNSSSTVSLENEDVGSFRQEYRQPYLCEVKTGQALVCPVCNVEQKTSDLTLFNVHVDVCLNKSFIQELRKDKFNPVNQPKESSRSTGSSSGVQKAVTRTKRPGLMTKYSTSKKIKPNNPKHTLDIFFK
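Fluorescent qHTS in 1536-well format: enzyme (10 nM) and compound sat 15 min at room temperature before 50 nM substrate (final) was added. Signal taken at 0 and 10 min; no-enzyme buffer wells were negative controls.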
G9a block = blocks human histone lysine methyltransferase G9a. Q96KQ7. G9a H3K9 monomethylation, AlphaScreen, 2 h. Potency, µM (doses to about 102 µM), for the others: at the highest dose activity, negative = inhibition, usual class: inhibitors. hit rate 8.8% among 350,000; note: % is set by controls: 0 for no effect and ±100 for the full control effect; nearly all actives have a fitted effect of over 75% in size
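Signal arises when biotinylated H3K9 peptide, once monomethylated, bridges streptavidin donor and antibody-captured acceptor beads. Enzyme at 20 nM was preincubated 15 min with test compounds; peptide 500 nM and SAM 20 uM then reacted for 2 h.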
Pol beta inh = inhibitors of human DNA polymerase beta | hit rate 1.3% among 340,000 | Pol beta primer extension/strand displacement, fluorescence kinetic | Potency, µM (top dose mostly 114 µM), for the others: at the top dose activity change, negative = inhibition, most hits filed as inhibitors | P06746 | AID 485314; note: % is set by controls: 0 for no effect and ±100 for the full control effect
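Pol beta (10 nM) was preincubated with compound for 15 min at room temperature. The reaction was then started with 50 nM substrate and read immediately and after a further 10 min at room temperature.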
APEX1 inh = blocks human APE1 abasic DNA cleavage; P27695; recombinant APE1, TAMRA/BHQ-2 abasic DNA cleavage fluorescence; Potency, µM (series often up to 65.8 µM), without a hit: at the highest dose activity change, negative = inhibition, most hits filed as inhibitors; hit rate 0.35% among 350,000; AID 2517;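 note: plate controls were vehicle for no effect and reference inhibitor for full effect; nearly all actives have a fitted effect of over 55% in size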
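Compound pre-exposure to 0.75 nM APE1, 15 min at ambient temperature. Reaction initiated with 50 nM TAMRA/BHQ-2 THF substrate, read immediately in kinetic mode, 525 nm excitation, 598 nm emission.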
Apoferritin bind = candidate novel general anesthetic via apoferritin binding; apoferritin/1-aminoanthracene competitive binding, fluorescence; Potency, µM (top dose mostly 77.5 µM), for inactives: at the top dose activity change, negative = displacement, hits mostly inhibitors; hit rate 0.074% among 350,000; P02791; AID 485281; note: % is set by controls: 0 for no effect and ±100 for the full control effect; nearly all actives have a fitted effect of over 20% in size
Target sequence (P02791 2-175 limits assumed): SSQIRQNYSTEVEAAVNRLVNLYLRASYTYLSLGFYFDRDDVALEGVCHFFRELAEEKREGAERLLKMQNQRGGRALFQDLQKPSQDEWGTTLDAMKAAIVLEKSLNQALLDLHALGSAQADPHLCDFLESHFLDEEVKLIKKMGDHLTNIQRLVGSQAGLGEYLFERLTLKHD
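Steps: apoferritin (10 uM) was premixed with half-saturated 1-AMA in PBS, compounds were pin-transferred, plates stood 10 min at room temperature, fluorescence was read at 380/535 nm, and curves were fitted with a Hill equation.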
BAZ2B inh = inhibitors of human BAZ2B bromodomain; Q9UIF8; AlphaScreen BAZ2B-H3K14Ac peptide displacement; Potency, µM (highest dose often 114 µM), for the others: at the highest dose activity change, negative = inhibition, usual class: inhibitors; hit rate 4.4% among 360,000; note: % is set by controls: 0 for no effect and ±100 for the full control effect; nearly all actives have a fitted effect of over 60% in size
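Complex of BAZ2B and biotin-H3K14Ac (50 nM apiece) forms over 30 min at RT, then faces library compounds up to 110 uM for another 30 min; AlphaScreen beads added, 20 min dark incubation, luminescence read.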
Pol eta inh = blocks human DNA polymerase eta activity; Potency, µM (titrated, usually from 114 µM), for the others: at the top dose activity change, negative = inhibition, hits mostly inhibitors; Q9Y253; recombinant Pol eta, fluorescent DNA replication assay; hit rate 1.2% among 390,000; note: % is set by controls: 0 for no effect and ±100 for the full control effect
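Pol eta (10 nM) was preincubated with compounds for 15 min at room temperature, after which fluorescent replication substrate (50 nM final) was added to start the reaction. Fluorescence was read kinetically at 0 and 10 min.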
Starred values were filed as active, the others as inactive; ? = inconclusive; nt = no result given; [ ] = dose if it differs, or a comment. Calls come from the whole dose curve; as a rule, active = well fitted curve in the direction sought with a large enough effect; inconclusive = small, poorly fitted or top-dose-only effect, or another doubt; inactive = no such curve, though single readings can be large; an effect the other way counts as inactive or inconclusive. Potency is the fitted concentration of half-maximal effect. An excerpt; count on the stated rates, not on these rows.

SMILES	Pol iota inh	BLM helicase inh	Pol kappa inh	G9a block	Pol beta inh	APEX1 inh	Apoferritin bind	BAZ2B inh	Pol eta inh
N#CC(C(=O)NC1CCCCC1)c1nc2ccccc2nc1N1CCOCC1 (centres undefined)	nt	2.1%	nt	-4.2%	2.6%	0.4%	-11.6%	5.9%	nt
Cc1ccc(C)c(N2CCN(S(=O)(=O)c3ccc4oc(=O)c5ncn(C)c5c4c3)CC2)c1	16.5%	0.2%	0.0%	-7.1%[59 µM]	2.4%	nt	-4.7%	-1.2%	-6.6%
COc1ccc(Cn2c(SCC(=O)NCc3ccc(Cl)cc3)nc3ccsc3c2=O)cc1	29.3%	-14.5%	2.1%	0.0%[59 µM]	12.6%	nt	-5.0%	-11.5%	-19.5%
O=C(CSc1nc2ccccc2c(=O)n1-c1ccc(Cl)cc1)N/N=C/C=C/c1ccccc1[N+](=O)[O-]	107.9%[activator]	-3.9%	-6.3%	-10.8%[59 µM]	-17.7%	-0.6%	-16.3%	-20.3%	-4.2%
Cc1c(/C=N\NC(=O)c2ccc([N+](=O)[O-])cc2)cnn1C	-0.2%	-1.8%	-15.1%	11.9%[59 µM]	2.3%	1.8%	3.1%	8.6%	-23.3%
Cc1nc2ccc(NC(=S)N3CCOCC3)cc2nc1C	71.8%[activator]	-9.7%	-12.3%	44.7µM*	15.2%	?	37.2%[activator]	-30.3%	-1.3%
COc1ccc(/C=C(/NC(=O)c2cccs2)C(=O)N2CCOCC2)cc1OC	8.4%	1.5%	4.6%	12.9%	3.7%	1.2%	5.0%	34.3%[activator]	-1.0%
CCc1nnc(NC(=O)CCC(=O)N2CCCC2)s1	-0.4%	1.9%	-6.4%	-7.2%	-18.7%	-7.0%	-6.2%	-3.1%	-9.8%
COC(=O)c1ccc2nc(NC(=O)COC(=O)CSc3nc(C)cc(C)n3)sc2c1	12.2%	5.3%	-5.0%	12.6µM*	10.8%	4.4%	1.8%	?	-22.0%
O=c1c2[nH]c3ccccc3c2ncn1CCN1CCCCC1	23.8%	4.0%	-12.6%	-5.1%	?	-6.0%	-15.7%	-5.4%	-1.4%
CCCN(C(=O)COC(=O)CCOc1ccccc1)c1c(N)n(Cc2ccccc2)c(=O)[nH]c1=O	14.7%	nt	-13.1%	9.1%[0.501 µM]	nt	-25.0%	nt	-5.3%	-1.1%
CCc1ccc(/C=C2/Sc3ccccc3N(CC(=O)NCCCOC)C2=O)cc1	nt	-9.1%	nt	-3.6%	-16.6%	14.4%	-19.1%	?	nt
COc1cc(/C=C/C(=O)OCC(=O)N2CCN(S(=O)(=O)c3ccc(C)cc3C)CC2)cc(Cl)c1OC	9.1%	nt	0.8%	?	nt	3.8%	nt	0.8%	-21.1%
COc1ccccc1C(=O)N(Cc1cccs1)C1CCS(=O)(=O)C1 (centres undefined)	1.7%	0.0%	-12.1%	-1.8%	26.8%	-5.9%	-8.6%	-2.5%	-7.6%
COc1ccccc1/C=C/C(=O)NCC(=O)N/N=C(/C)c1ccco1	-15.6%	-0.7%	-18.0%	-8.4%	-16.5%	-2.9%	-7.4%	-12.2%	0.9%
COc1ccc([C@@H]2CC=C(C(=O)O)[C@H](c3cccc(Cl)c3)N2S(=O)(=O)c2ccc(Cl)cc2)cc1	17.8%	nt	-2.2%	-13.3%[2.33 µM]	nt	36.5%	nt	6.0%	-6.3%
O=[N+]([O-])c1ccc(-c2cc(-c3ccncc3)nc3ccc4ccccc4c23)cc1	-24.9%	0.6%	0.1%[60.1 µM]	44.7µM*	4.2%	2.5%	-13.9%	?	3.9%
C=CCc1cc(C)cc(C)c1OCCn1cncn1	-6.1%	-8.8%	5.6%	-10.8%[59 µM]	60.6%	4.9%	-11.9%	2.6%	-8.6%
COc1ccc(CNC(=S)Nc2ccccc2Cl)cc1	-20.4%	-3.5%	-16.5%	35.3%[59 µM]	-12.4%	27.2%	-5.9%	-34.5%	2.7%
Cc1ccccc1OCc1nc2c3cnn(-c4ccccc4F)c3ncn2n1	16.0%	-1.8%	-15.6%	13.2%[59 µM]	-2.0%	nt	-14.9%	0.3%	-23.3%
O=C1C=C(c2ccc(F)nc2)C[C@@H](c2ccc3c(c2)OCO3)C1	19.9%	nt	1.1%	1.2%[0.501 µM]	nt	14.1%	nt	-2.3%	-14.8%
c1ccc2c3c([nH]c2c1)C(C1CCCCC1)N(Cc1ncc[nH]1)CC3 (centres undefined)	18.4%	-5.2%	-3.0%	44.7µM*	?	2.5%	-18.3%	?	-7.4%
O=C(NCc1ccccn1)Nc1ccc(Cl)c(Cl)c1	8.5%	-10.7%	-12.3%	0.5%[59 µM]	19.3%	-10.2%	9.1%	5.6%	-8.0%
O=C(Nc1ccc(Cl)cc1)c1nc[nH]c1C(=O)N1CCc2ccccc2C1	40.8%[activator]	nt	10.1%	-9.6%[0.501 µM]	nt	42.4%	nt	2.5%	-12.3%
Cc1ccc(CSc2nc(N)cc(N)n2)cc1	106.8%[activator]	-7.7%	-2.0%	1.1%	0.5%	18.6%	?	-8.1%	-4.3%
O=C(OCCOCCN=C1NS(=O)(=O)c2ccccc21)c1ccncc1	?	-1.0%	0.2%	12.4%	-3.9%	-2.2%	-12.0%	-6.6%	0.5%
O=C1C(Oc2ccccc2)C(c2ccc3c(c2)OCO3)N1CCc1ccc(F)cc1 (centres undefined)	6.9%	0.2%	-7.7%	-20.5%	14.6%	-1.6%	-3.2%	-18.0%	-8.5%
CCCc1c(C(=O)OCC)nnc2c(-c3ccccc3)c(C)nn12	13.1%	-0.7%	-4.6%	7.5%[59 µM]	1.1%	nt	-8.0%	-20.6%	-4.3%
CCCCC(NC(=O)COc1cc2c(c3oc(=O)cc(C)c13)CCC(C)(C)O2)C(=O)O (centres undefined)	2.0%	0.4%	-11.3%	-41.4%	34.1%	1.4%	5.9%	-12.2%	-7.0%
CCOc1ccc(C2NC(=O)c3n[nH]c(C)c32)cc1 (centres undefined)	-22.5%	1.0%	-0.2%	-1.9%	2.7%	-2.7%	44.1%[activator]	7.9%	-2.3%
O=C(Cn1nc(-c2ccccc2Cl)ccc1=O)Nc1ccc(Br)cc1	76.4%[activator]	-15.6%	-5.8%	-5.4%	1.4%	-0.4%	?	-21.4%	-20.7%
Cc1c(NC(=S)NC(=O)C(C)(C)C)c(=O)n(-c2ccccc2)n1C	0.6%	-0.6%	-10.2%	21.3%[59 µM]	40.6%	-0.1%	-13.2%	12.2%	-14.9%
CCS(=O)(=O)Nc1ccc(-c2nnc(SCC(=O)c3cccc(OC)c3)o2)cc1	-7.0%	-8.0%	-9.3%	nt	9.3%	-3.9%	-22.7%	5.8%	-8.5%
C=Cc1ccc(CSc2nc(-c3ccc(OC)cc3)nc3c2Cc2c(CO)cnc(C)c2O3)cc1	14.1%	-3.2%	-13.7%	-30.4%[59 µM]	5.6%	nt	-13.8%	-14.2%	-9.5%
COc1ccc(NS(=O)(=O)c2ccc(C)c(C(=O)O)c2)cc1	?	2.9%	-9.5%	?	44.7µM*	-12.8%	-8.7%	-14.6%	79.4µM*
COCCn1c(N)c(Sc2ccccc2[N+](=O)[O-])c(=O)[nH]c1=O	14.0%	-0.6%	12.2%	7.3%	-0.2%	5.3%	-0.1%	-20.4%	0.2%
O=C(COC(=O)c1cc2c(s1)CCC2)Nc1ccc(F)cc1	20µM*	15.8µM*	31.6µM*	?	8.91µM*	15.8µM*	-11.8%	50.1µM*	17.8µM*
COc1cccc(Cn2c(=O)c(-c3ccc(Cl)cc3)nc3cnc(N4CCNCC4)nc32)c1	nt	-16.9%	?	4.0%[0.501 µM]	nt	-8.4%	nt	nt	nt
CC(=O)Nc1ccc(NC(=S)Nc2ccc(Br)cc2)cc1	?	-2.4%	?	6.4%	-17.6%	5.6%	0.1%	-13.3%	-98.6%
COc1ccc(NC(=S)N2CCC(N(C)CC3CCCO3)CC2)cc1Cl (centres undefined)	10.0%	3.2%	-5.5%	-10.7%[59 µM]	14.7%	16.3%	-2.0%	7.7%	-3.8%
CCC(=O)C1=C(c2cccc([N+](=O)[O-])c2)N(C(=O)CC)n2c(nnc2-c2ccccc2)S1	?	-2.2%	-0.8%[60.1 µM]	11.3%[59 µM]	6.7%	nt	1.1%	1.3%	-11.6%
COc1ccc(NC(=O)CCc2c(C)nc3nc(CNC(=O)OC(C)(C)C)nn3c2C)cc1OC	34.8%[activator]	-2.7%	-7.1%	9.8%[59 µM]	17.6%	nt	-9.5%	0.5%	-4.4%

Single records, as listed above:
COc1ccc(NC(=S)N2CCC(N(C)CC3CCCO3)CC2)cc1Cl (centres undefined) is listed with Pol iota inh = 10.0%; BLM helicase inh = 3.2%; Pol kappa inh = -5.5%; G9a block = -10.7%[59 µM]; Pol beta inh = 14.7%; APEX1 inh = 16.3%; Apoferritin bind = -2.0%; BAZ2B inh = 7.7%; Pol eta inh = -3.8%
Cc1c(NC(=S)NC(=O)C(C)(C)C)c(=O)n(-c2ccccc2)n1C is listed with Pol iota inh = 0.6%; BLM helicase inh = -0.6%; Pol kappa inh = -10.2%; G9a block = 21.3%[59 µM]; Pol beta inh = 40.6%; APEX1 inh = -0.1%; Apoferritin bind = -13.2%; BAZ2B inh = 12.2%; Pol eta inh = -14.9%
CCC(=O)C1=C(c2cccc([N+](=O)[O-])c2)N(C(=O)CC)n2c(nnc2-c2ccccc2)S1 is listed with Pol iota inh = ?; BLM helicase inh = -2.2%; Pol kappa inh = -0.8%[60.1 µM]; G9a block = 11.3%[59 µM]; Pol beta inh = 6.7%; APEX1 inh = nt; Apoferritin bind = 1.1%; BAZ2B inh = 1.3%; Pol eta inh = -11.6%
